# Yp Topo-I inh – blocks Yersinia pestis topoisomerase I activity | Y. pestis Topo-I cleavage product accumulation, plate reader | activity, % at 10 µM | 0.064% of 360,000 active | AID 504884; in the data active = activity above about 50%, passing the limit was not always enough; inconclusive = no clear call, values can overlap the other calls; also: inactives centre near 2
# PfHsp40 yeast – compounds rescuing yeast from Plasmodium falciparum HSP40 toxicity. S. cerevisiae expressing PfHsp40, growth rescue, ATP luminescence. growth rescue, % at 12.5 µM. 0.68% of 340,000 active; in the data active = growth rescue above about 28%, passing the limit was not always enough; inconclusive = no clear call, values can overlap the other calls;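 also: yeast W303a lacking pdr1 and pdr3 grown in galactose medium; growth measured after three days at 30 °C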
# TcdB inh – inhibitors of Clostridioides difficile toxin B glycohydrolase. P18177. TcdB glycohydrolase enzymatic assay, plate reader. inhibition, % at 9.99 µM. 0.24% of 350,000 active; in the data active = inhibition above about 10%
# BoNT F protease – blocks Botulinum neurotoxin F light chain protease. Multiplex microsphere protease cleavage assay, flow cytometry. inhibition, % at 10 µM. 0.22% of 360,000 active. AID 588497; in the data active = inhibition above about 35%, passing the limit was not always enough; inconclusive = no clear call, values can overlap the other calls; also: plate controls were buffer without enzyme for full effect and enzyme alone for no effect
# BoNT-A LC inh2 – BoNT A light chain protease inhibition | inhibition, % at 10 µM | 0.17% of 360,000 active | AID 588499 | multiplex microsphere protease substrate cleavage, flow cytometry; also: plate controls were buffer without enzyme for full effect and enzyme alone for no effect
# Anthrax LF prot – inhibitors of Bacillus anthracis lethal factor protease; P15917; multiplex microsphere protease cleavage assay, LF; inhibition, % at 10 µM; 0.12% of 360,000 active; also: plate controls were buffer without enzyme for full effect and enzyme alone for no effect
# Target sequence (P15917 whole entry, looked up): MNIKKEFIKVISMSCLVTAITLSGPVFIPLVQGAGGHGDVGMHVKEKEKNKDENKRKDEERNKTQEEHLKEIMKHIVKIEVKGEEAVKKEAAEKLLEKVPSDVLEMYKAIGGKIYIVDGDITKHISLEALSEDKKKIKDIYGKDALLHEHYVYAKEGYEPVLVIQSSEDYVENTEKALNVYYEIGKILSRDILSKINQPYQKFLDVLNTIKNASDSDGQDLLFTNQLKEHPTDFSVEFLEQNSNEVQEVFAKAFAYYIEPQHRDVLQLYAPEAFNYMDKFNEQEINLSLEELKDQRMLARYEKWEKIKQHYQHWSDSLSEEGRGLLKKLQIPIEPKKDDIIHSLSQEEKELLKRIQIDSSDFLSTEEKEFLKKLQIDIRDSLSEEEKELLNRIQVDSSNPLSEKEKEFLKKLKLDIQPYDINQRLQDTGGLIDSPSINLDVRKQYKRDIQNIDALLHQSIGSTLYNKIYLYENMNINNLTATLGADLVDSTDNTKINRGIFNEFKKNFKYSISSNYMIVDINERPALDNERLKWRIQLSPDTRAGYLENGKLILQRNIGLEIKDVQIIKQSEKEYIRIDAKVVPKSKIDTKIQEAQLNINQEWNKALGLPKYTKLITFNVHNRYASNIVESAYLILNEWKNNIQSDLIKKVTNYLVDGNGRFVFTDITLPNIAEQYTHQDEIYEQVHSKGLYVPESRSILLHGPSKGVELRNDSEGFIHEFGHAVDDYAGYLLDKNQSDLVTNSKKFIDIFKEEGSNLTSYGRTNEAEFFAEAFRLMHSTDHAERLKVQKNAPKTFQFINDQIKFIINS
# FadD28 FP inh – M. tuberculosis FadD28 bisubstrate binding inhibition. 0.22% of 360,000 active. FadD28 bisubstrate probe binding, fluorescence polarization. inhibition, % at 12.5 µM; in the data active = inhibition above about 8.5%, passing the limit was not always enough; inconclusive = no clear call, values can overlap the other calls
# PrPC surface inh – reduces human prion protein on the cell surface | P04156 | cell surface PrPC, TR-FRET read-out | inhibition, % at 13.8 µM | 0.43% of 370,000 active; in the data active = inhibition above about 24%; also: 0% = median of the test wells and 100% = reference compound wells
# CCHF vOTU inh – blocks the CCHF virus ovarian tumor domain protease. inhibition, % at 11.5 µM. 0.55% of 370,000 active. AID 651958. CCHFV vOTU protease, Pep-AMC fluorescence; in the data active = inhibition above about 30%; also: 0% = vehicle wells with enzyme and 100% = no enzyme wells
# * marks the source's active call; other numbers are inactive results; u = inconclusive; x = not tested or not shown; & = joins results of further samples. Rule as the data show it, unless noted: active = inhibition above about 30%; inconclusive = no clear call, values can overlap the other calls; inactive = below that.
# Below each compound – Yp Topo-I inh	PfHsp40 yeast	TcdB inh	BoNT F protease	BoNT-A LC inh2	Anthrax LF prot	FadD28 FP inh	PrPC surface inh	CCHF vOTU inh
C[C@H](CO)N1C[C@H](C)[C@@H](CN(C)C(=O)Nc2ccc3c(c2)OCO3)Oc2c(NC(=O)Nc3ccc(C(F)(F)F)cc3)cccc2C1=O
→ -6	1.2	1.6&-0.4	-6	0.3	-2	-4.0	12	5
COc1ccc(C(=O)Nc2ccc3nc(N4CCOCC4)sc3c2)cc1OC
→ 2	-0.5	-1.5	6	-0.1	-6	-3.5	4	4
COc1cccc(OC)c1C(=O)NNC(=O)c1ccccc1-n1cccc1
→ -18	0.4	1.0	-5	-0.7	2	0.5	-5	-4
CC1(C)CC(=O)C2=C(C1)OC(N)=C(C#N)C21C(=O)N(Cc2ccccc2Cl)c2ccccc21 (stereo not drawn)
→ 22	1.5	x	-6	0.0	0	-5.9	3	-3
COc1cccc(OCc2cc(C(=O)N3CCN(C)C(c4ccccc4)C3)no2)c1 (stereo not drawn)
→ 41	149*	x	2	-1.9	-1	-0.5	x	x
CCOc1ccc(C(=O)CC(Sc2ccc(C)cc2)C(=O)O)cc1 (stereo not drawn)
→ -9	-0.2	-1.2	5	0.3	-2	-0.6	3	-8
CC(C)C[C@@H](CN1CCCC1CN1C(=S)NC[C@@H]1Cc1ccccc1)N1C[C@H](Cc2ccc(O)cc2)N(CCc2ccccc2)C1=S (stereo partly drawn)
→ x	x	0.6	-7	0.4	-8	x	-13	15
O=C1c2ccccc2NC(c2ccc(-c3cccc(F)c3)o2)N1O (stereo not drawn)
→ -2	109*	1.1	0	0.1	-6	-2.6	-4	-1
Fc1cnc(N2CCc3ccccc32)nc1N1CCc2ccccc21
→ 13	-1.1	x	-2	-0.1	-2	0.1	-4	-4
COc1cc(/C=C/C(=O)O)cc(S(=O)(=O)N(C)CCO)c1OC
→ 3	0.1	x	-3	-0.4	0	-1.8	9	8
CCC(C)(C)NC(=O)C(c1ccncc1)N(Cc1ccc(C)cc1)C(=O)c1csnn1 (stereo not drawn)
→ 2	-1.0	x	1	0.6	0	-1.6	1	-1
CCC(C(=O)NCc1ccco1)n1nc(-c2ccc(OC)cc2)ccc1=O (stereo not drawn)
→ 5	0.4	x	2	0.0	-4	-0.5	-5	-4
Cc1ccc(NC(=O)C2CCN(S(=O)(=O)c3ccc4c(c3)OCCCO4)CC2)nc1
→ -9	-1.2	0.6	3	4.6	-4	-4.1	2	-6
COc1ccc(C(=O)Nc2sc(C)c(-c3ccccc3)c2C#N)cc1OC
→ 15	6.4	x	u	1.2	3	-8.5	12	4
CC1(C)C(=O)OC(c2cc(Br)ccc2O)C(C)(C)C1=O (stereo not drawn)
→ 5	0.8	x	-1	0.4	-1	-7.2	10	-20
CCOc1cc(CNC2CCCC2)c(Cl)cc1OCC(=O)Nc1ccccc1
→ 9	2.3	1.4	-4	0.6	-1	-4.9	-2	3
Cn1nc(C(=O)NCC2COc3ccccc3O2)c2ccccc2c1=O (stereo not drawn)
→ 12	0.0	-1.1	-5	-2.2	-3	-5.7	-4	-7
O=C1C(=O)N(Cc2cccs2)c2ccccc21
→ 6	-0.3	0.9	u	1.1	-8	-0.3	-7	-5
COC(=O)C1=C(c2cc3ccccc3o2)C[C@@H]2CC[C@H]1N2C(=O)NCCCOC(C)C
→ 6	1.3	-4.0	-2	0.8	-5	0.0	-3	21
CN(CC(=O)Nc1ccccc1Sc1ccccc1)Cc1nc2ccccc2c(=O)[nH]1
→ 2	0.0	0.9	-2	-0.4	-8	-2.9	3	-4

# The list goes on.
# Below each compound – Yp Topo-I inh	PfHsp40 yeast	TcdB inh	BoNT F protease	BoNT-A LC inh2	Anthrax LF prot	FadD28 FP inh	PrPC surface inh	CCHF vOTU inh
COC(=O)/C(NC(C)=O)=C(\C)c1ccc(Cl)cc1
→ 9	-0.1	x	-3	-3.2	-1	1.5	4	-4
CN(C)c1nc(N(C)C)nc(N(C#N)CCCl)n1
→ 2	0.2	-0.2	-4	-0.7	-1	-4.2	-5	11
COc1ccc(-c2csc(NC(=S)NC(=O)c3ccco3)n2)cc1Br
→ 1	-1.5	0.6	-48	-24	-9	-3.5	-1	1
FC(F)(F)c1ccncc1-c1nnnn1-c1ccc(Cl)cc1
→ 5	-1.5	1.3	3	-0.3	2	-0.6	-5	14
CCCCN1C(=O)N(c2ccc(Cl)cc2)C(C)(O)CC1(C)C (stereo not drawn)
→ 7	-1.2	4.4	-2	0.7	-11	-0.3	4	-8
CC1CCN(S(=O)(=O)c2ccc(C(=O)Nc3sccc3C(N)=O)cc2)CC1
→ -2	0.6	2.4	-5	-0.2	-1	-4.9	1	8
CCOC(=O)C1CCCN(S(=O)(=O)c2c(C)noc2C)C1 (stereo not drawn)
→ -1	0.9	-2.3	2	2.2	-2	-2.6	0	-3
COc1ccc(C2CC(c3ccccc3C)n3nc(N)nc3N2)cc1 (stereo not drawn)
→ 6	1.4	-3.1	-8	-0.6	-2	0.1	0	7
O=C(NCC1COc2ccccc2O1)C1CCC(CNc2c(N3CCCCC3)c(=O)c2=O)CC1 (stereo not drawn)
→ 21	-0.1	0.5	-9	-0.2	-11	-3.8	-7	3
O=C(NCCCn1ccnc1)c1ccc(S(=O)(=O)Nc2ccccc2)cc1
→ -2	0.5	1.9	-4	0.4	1	-3.3	-2	-6
O=C(CNc1ccc(Br)cc1)Nc1ccc(S(=O)(=O)N2CCCC2)cc1
→ 0	-0.2	-0.4	2	0.1	1	-8.1	1	10
COc1ccc(N(C(=O)CNC(=O)c2cccs2)C(C(=O)NCC2CCCO2)c2ccccc2)c(OC)c1 (stereo not drawn)
→ 1	-0.9	1.2	2	1.4	2	0.4	-3	-1
Cn1cccc1/C=C1\C(=O)NC(=O)N(CCC2=CCCCC2)C1=O
→ 8	0.6	0.5	3	0.2	-1	1.9	-2	-3
COc1ccc(-c2nc3c4ccccc4ccn3c2CC2CCCCC2)cc1OC
→ x	x	0.7	-40	-0.1	-5	-0.8	-1	-1
Nc1nc2c(ncn2[C@@H]2O[C@H](CNC(=O)[C@H](N)Cc3ccccc3)[C@@H](O)[C@H]2O)c(=O)[nH]1
→ x	x	0.0	-2	-0.6	1	-9.5	4	-8
CCCCCCn1cnc2c(c1=O)c1nc3ccccc3nc1n2Cc1cccs1
→ -1	-0.1	x	-6	0.8	7	1.1	4	15
CCCCCc1c(C)c(C#N)c2nc3ccccc3n2c1-n1ccnc1C
→ -3	0.4	x	0	0.5	6	-0.6	-3	9
Nc1nc(SCC(=O)Nc2ccc(C(F)(F)F)cc2)[nH]c(=O)c1NC(=O)c1ccc(F)c(F)c1
→ 5	0.8	0.2	9	2.6	0	-1.2	5	2
O=C1CCC(=O)N1CNc1cccnc1
→ 2	-0.8	x	-10	-0.2	1	-2.4	3	18
CCN(CC)S(=O)(=O)c1ccc(C)c(NC(=O)CSc2nnnn2C)c1
→ -6	-1.7	0.0	x	x	x	-3.4	-3	16

# More entries
# Below each compound – Yp Topo-I inh	PfHsp40 yeast	TcdB inh	BoNT F protease	BoNT-A LC inh2	Anthrax LF prot	FadD28 FP inh	PrPC surface inh	CCHF vOTU inh
CN(C)c1ccc(N=Nc2cccc(F)c2)cc1
→ -5	-0.1	1.0	-5	-2.0	-2	-0.3	-8	12
CC(C)(C)S(=O)(=O)c1nc2ccccc2s1
→ 2	-0.8	x	-4	-0.4	1	-3.5	-1	-8
C=CCn1c(SCC(=O)Nc2ccc(NC(C)=O)cc2)nc2sc(C)c(C)c2c1=O
→ 8	-0.5	1.2	x	x	x	0.8	0	-3
COc1ccccc1CC(=O)N1CCCc2ccccc21
→ 11	0.6	0.8	-4	0.0	-4	-4.6	4	-7
COc1ccccc1CNC(=O)CN(c1ccc(C)cc1)S(=O)(=O)c1c(C)n[nH]c1C
→ 6	-0.6	31*	-8	-0.4	-2	-1.6	-6	-2
Cc1cc2c(cc1C)NC(=O)C(C)CN2 (stereo not drawn)
→ -7	x	1.1	-12	0.7	-8	-3.6	-5	4
Cc1ccccc1N1C(=O)c2ccccc2C1Nc1cccnc1 (stereo not drawn)
→ -6	-0.2	-8.8	-6	0.0	-10	-2.5	4	8
COC(=O)CNC(=O)C(CCSC)NC(C)=O (stereo not drawn)
→ 4	-0.2	0.6	-10	-0.2	-7	-0.7	6	3
Cc1ccc(C(=O)N2CC(=O)Nc3ccc(F)cc3C2c2ccc(F)cc2)cc1[N+](=O)[O-] (stereo not drawn)
→ 6	0.2	x	-6	0.7	-1	-0.5	-6	1
CN(CCOc1ccc(Cl)cc1)CC(=O)Nc1ccc(OC(F)(F)F)cc1
→ 11	2.0	0.3	-6	-1.5	-3	x	-4	16
Cc1ccc(NS(=O)(=O)c2c(C)nc3sccn3c2=O)c(C)c1
→ 10	1.8	2.4	8	-0.1	6	0.1	2	5
CCCc1cc2c(OC(=O)CC)c(-c3ccc(C(=O)OCC)o3)c(=O)oc2cc1OC
→ 3	0.1	x	-2	0.1	-2	3.8	4	-54
CC1CCCC(NC(=O)COC(=O)c2ccccc2[N+](=O)[O-])C1C (stereo not drawn)
→ -3	-1.0	x	-3	0.5	0	-1.4	4	0
Brc1ccc(Oc2cc(Br)c(Br)cc2Br)c(Br)c1
→ 3	0.6	-1.1	19	1.4	3	-0.6	2	1
O=C(Nc1ccccc1Cc1ccccc1)C1CC(=O)N(c2ccc3c(c2)OCCO3)C1 (stereo not drawn)
→ 0	5.7	x	17	1.0	-4	0.2	9	5
COc1cccc(C2SCC(=O)N2c2ccc(Cl)cc2)c1OC (stereo not drawn)
→ 7	1.5	1.4	-10	-1.4	-6	0.0	7	-1
O=C(Cc1csc(-c2cccc(Cl)c2)n1)Nc1cccc(S(=O)(=O)NC2=NCCC2)c1
→ 1	0.4	3.3	0	-0.4	-4	-6.6	5	5
C=CC(=O)Nc1cccc(Oc2ncnc3[nH]cc(-c4cnc5ccccc5c4)c23)c1
→ 10	0.8	0.7	-13	0.3	5	-5.9	-14	14
O=C(NCCc1ccccc1)Nc1ccc2c(c1)OCO2
→ -4	-1.7	-1.0	0	-0.3	0	-3.8	4	14
COc1ccc(/C=C/C2=NN(Cc3ccccc3)C(=O)CC2)cc1
→ 32	3.7	1.1	0	0.1	-1	-4.6	0	9

# (listing goes on)
# Below each compound – Yp Topo-I inh	PfHsp40 yeast	TcdB inh	BoNT F protease	BoNT-A LC inh2	Anthrax LF prot	FadD28 FP inh	PrPC surface inh	CCHF vOTU inh
Cn1cnnc1SCC(=O)N1CCC(Cc2ccccc2)CC1
→ 2	-1.1	x	-3	-0.2	-4	-4.9	-2	-1
O=C(O)CC(Cc1ccc(Cl)cc1)C(=O)NCc1ccccc1 (stereo not drawn)
→ 0	-1.5	0.5	-9	0.2	1	1.2	7	-5
Cc1cc(C(=O)N/N=C/c2ccc(O)c([N+](=O)[O-])c2)c(C)n1-c1ccc(F)cc1
→ -8	-1.0	x	-16	-0.3	-6	3.4	-11	46*
CC(=O)N1SC(N)=NC1c1ccccc1 (stereo not drawn)
→ -4	0.6	x	-5	-0.9	-4	-3.7	1	-20
CCCOc1ccc(C(=O)Nc2ccc(N(C)C)cc2)cc1
→ -3	-1.1	x	-10	-1.3	-13	0.3	6	-8
COc1ccc(CCNC(=O)c2ccc3c(SCC(=O)O)c4c(nc3c2)CCCC4)cc1OC
→ 6	0.2	1.1	-2	0.2	-2	-3.1	-10	-3
Cc1ccc(-c2nc(CCNC(=O)c3ccco3)cs2)cc1
→ 14	0.9	0.5	-15	-2.7	-6	0.1	2	-6
CCC(CC)n1[nH]c(=O)cc1N
→ -4	-1.1	x	-37	-0.5	-4	0.8	-5	3
COc1ccc(-c2cc(C(F)(F)F)nc(S(=O)(=O)CCCC(=O)Nc3cccc(O)c3)n2)cc1OC
→ 1	x	2.4	0	-0.7	-6	-7.8	-3	-10
Cc1nc(CSc2nnc(C)s2)cs1
→ 2	-0.2	-4.0	-19	0.0	-2	-1.0	3	-1
Cc1ccc(C(=O)OCC(=O)NCc2ccc3c(c2)OCO3)s1
→ -2	1.3	x	3	-0.1	-4	-2.7	-1	11
